5HT1a antag = 5-HT1a (human) receptor antagonism | inhibition, % at 10 µM | P08908 | 62,000 compounds, 0.68% hits | CHO 5-HT1a Ga15 NFAT-bla reporter, antagonist mode;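 active = inhibition above the mean of all tested compounds plus 3 SD, cut at about 43% in these data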;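 note: receptor stimulated by 5-CT agonist at 100 nM near EC80; beta-lactamase reporter measured by ratiometric fluorescence of a cleavable substrate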
5HT1E antag = blocks the human 5-HT1E serotonin receptor | CHO 5-HT1E Ga15 NFAT-bla reporter, FRET, antagonist | inhibition, % at 6 µM | 65,000 compounds, 0.99% hits | AID 571;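 active = inhibition above a set limit, the mean inhibition across every tested compound plus 3 SD, cut at about 29% in these data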;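 note: signal is the 460 over 535 nm emission ratio of beta-lactamase substrate; 0% = agonist plus DMSO wells and 100% = wells without agonist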
Target sequence (P28566 whole entry, looked up): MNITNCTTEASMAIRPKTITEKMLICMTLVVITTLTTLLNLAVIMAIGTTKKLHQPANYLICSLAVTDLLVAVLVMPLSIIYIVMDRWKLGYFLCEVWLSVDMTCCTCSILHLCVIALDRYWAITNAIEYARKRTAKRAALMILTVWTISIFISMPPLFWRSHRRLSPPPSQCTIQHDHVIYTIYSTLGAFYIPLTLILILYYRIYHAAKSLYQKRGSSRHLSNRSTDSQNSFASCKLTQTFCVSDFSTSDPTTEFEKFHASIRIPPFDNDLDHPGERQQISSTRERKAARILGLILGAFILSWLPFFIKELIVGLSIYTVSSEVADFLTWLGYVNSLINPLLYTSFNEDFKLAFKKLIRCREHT
Ecoli tolC = E. coli tolC mutant growth inhibition; E. coli BW25113 tolC mutant growth, OD615; growth inhibition, % at 10 µM (by protocol); 65,000 compounds, 2.2% hits; AID 573;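 active = growth inhibition at or above a cutoff equal to the mean over every tested compound plus 3 SD, cut at about 60% in these data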;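 note: growth measured after 20 h incubation at 37 °C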
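Test system: E. coli BW25113 ΔtolC::kan bacteria | Medium: Kanamycin-containing LB broth (50 µg/mL) | Dosing: One dose of 10 µM final | Times: 20 h incubation with compound, 37 °C | Detection: Optical density read at 615 nm | Read-out basis: Percent growth inhibition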
5HT1a ag = activates the human 5-HT1a serotonin receptor. P08908. CHO 5-HT1a Ga15 NFAT-bla reporter, FRET ratio; 0% basal, 100% maximal reference agonist. activation, % at 10 µM. 65,000 compounds, 0.56% hits. AID 567;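 active = activation above the screen-wide mean activation plus 3 SD, cut at about 19% in these data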;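 note: 0% = DMSO wells and 100% = 5-CT at EC100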
5HT1E ag = 5-HT1E (human) receptor agonism; 65,000 compounds, 0.69% hits; CHO 5-HT1E Ga15 NFAT-bla reporter, FRET; 0% DMSO wells, 100% control agonist wells; AID 574; activation, % at 6 µM; P28566;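 active = activation above a set limit, the screen-wide mean activation plus 3 SD, cut at about 8.5% in these data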;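 note: 100% = positive control agonist at 1 µM giving full maximal response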
RORA act = activators of human nuclear receptor RORA; CHO-K1 Gal4-RORA LBD luciferase reporter, luminescence; percent increase over mock-subtracted basal signal; activation, % at 10 µM; 65,000 compounds, 1.5% hits; AID 560;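 active = activation above the mean of all tested compounds plus 3 SD, cut at about 49% in these data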;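 note: 0% = DMSO-treated RORA cells and 100% = added signal equal to DMSO minus mock-transfected cells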
Target sequence (P35398 whole entry, looked up, the tested form may be a part): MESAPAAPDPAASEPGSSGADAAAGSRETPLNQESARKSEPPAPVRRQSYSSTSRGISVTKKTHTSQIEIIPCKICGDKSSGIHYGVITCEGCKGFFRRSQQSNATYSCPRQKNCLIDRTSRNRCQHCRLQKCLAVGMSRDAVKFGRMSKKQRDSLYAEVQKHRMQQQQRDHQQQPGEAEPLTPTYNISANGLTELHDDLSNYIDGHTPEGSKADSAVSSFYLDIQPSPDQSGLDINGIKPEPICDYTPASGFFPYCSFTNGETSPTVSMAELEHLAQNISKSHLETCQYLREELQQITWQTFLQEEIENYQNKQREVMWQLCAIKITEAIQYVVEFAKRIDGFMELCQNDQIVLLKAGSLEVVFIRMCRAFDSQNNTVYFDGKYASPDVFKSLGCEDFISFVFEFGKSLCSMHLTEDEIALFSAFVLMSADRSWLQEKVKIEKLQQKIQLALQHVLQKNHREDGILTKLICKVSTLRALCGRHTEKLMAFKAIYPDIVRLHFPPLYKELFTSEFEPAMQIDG
MMP-13 inhibitor = MMP13 (human) collagenase inhibition. 65,000 compounds, 0.07% hits. P45452. MMP-13 fTHP FRET cleavage, Mca fluorescence. AID 570. inhibition, % at 4 µM;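 active = inhibition above the mean of compound-free control plate wells plus 3 SD, cut at about 14% in these data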;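 note: 0% = DMSO wells and 100% = wells with reference MMP-13 inhibitor after basal subtraction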
SF1 activator = SF-1 (human) activation | Q13285 | CHO-K1 Gal4-SF-1 LBD luciferase reporter; % increase over DMSO SF-1-specific signal | activation, % at 10 µM | 65,000 compounds, 1.9% hits | AID 522;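 active = activation above the mean activation of all tested compounds plus 3 SD, cut at about 50% in these data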
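Assay system: CHO-K1 cells co-transfected with Gal4 DBD–human SF-1 LBD, 5xGal4 luciferase reporter; doses: 10 µM only; incubation: 20 h compound exposure at 37 °C after 1 h cell settling; signal: luciferase light emission; evaluation: percent activation versus DMSO; repeats: one test per compound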
NADH enzymes = inhibitors of enzymes used to reach an NAD/NADH endpoint; 65,000 compounds, 0.02% hits; IC50, µM (top dose mostly 10 µM), without a hit: top-dose inhibition; coupled PK/LDH NADH assays, four targets; AID 774;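 active = single-dose screening hits from any of four coupled enzyme assays that gave an IC50 when retested across doses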;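 note: the DPM-DC format reads NADH fluorescence rather than 340 nm absorbance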
Numbers without * were called inactive; . = not tested or not shown; [ ] = dose if it differs, or a comment.

molecule	NADH enzymes	5HT1E antag	MMP-13 inhibitor	5HT1E ag	5HT1a antag	RORA act	SF1 activator	Ecoli tolC	5HT1a ag
CC(C)OC(=O)CSc1nnc(-c2ccncc2)n1N	3%	4	-6	0.3	-10	-16	-3	-22	1.6
Cc1nc(Nc2nc(-c3ccccc3)cc(=O)[nH]2)nc2ccccc12	2%	9	1	2.3	-7	-12	1	10	3.6
CCOc1ccc(C(=O)N(CN2CCCC2=O)c2ccc(C)cc2)cc1	2%	3	4	0.3	3	-16	7	-13	-0.4
COc1ccc(S(=O)(=O)NCCC(C)C)cc1OC	4%	0	1	0.7	-6	11	-11	5	-1.9
CC(=NCc1ccc2c(c1)OCO2)C1=C(O)c2ccccc2C1=O	5%	1	-10	0.1	-10	-1	21	12	0.8
C=CCOc1nc2c(c(=O)n(C)c(=O)n2C)n1C	1%	-13	-6	0.4	-17	-12	-20	-18	-3.1
c1ccc(COc2ccc(Oc3nc(N4CCCCC4)nc(N4CCOCC4)n3)nn2)cc1	6%	17	-1	0.0	6	-12	-2	11	-0.8
CCOc1cc(C)nc(NCCc2ccc(OC)c(OC)c2)n1	7%	4	-9	0.1	8	-1	-19	10	-1.4
CCCCn1c(=O)c(-c2ccccc2)c(O)c2ccccc21	6%	-8	4	0.2	-5	-4	-5	29	-0.4
CC1(C(=O)NC2CCCC2)CCC(=O)N1Cc1cccs1 (centres undefined)	4%	-3	-6	-1.0	-9	-3	10	-14	-0.6
CC(=O)C1=C(O)C(=O)N(Cc2ccco2)C1c1ccc(F)cc1 (centres undefined)	5%	1	-2	0.4	1	-9	-7	-9	-0.3
O=C(NCC1CCCO1)c1sc(=S)n2c1[nH]c(=O)c1ccc(C(=O)N3CCCCC3)cc12 (centres undefined)	2%	6	4	-0.7	-2	15	12	67*	0.3

(more compounds)
molecule	NADH enzymes	5HT1E antag	MMP-13 inhibitor	5HT1E ag	5HT1a antag	RORA act	SF1 activator	Ecoli tolC	5HT1a ag
CC(C)c1ccc(NC(=O)c2csnn2)cc1	3%	1	2	-1.0	3	-29	5	-8	-1.0
CCOC(=O)CON1C(=O)C(C)(C)N(OCC(=O)OCC)C(=O)C1(C)C	5%	14	2	-0.5	7	-8	-3	-11	0.7
COc1ccccc1OCC(=O)Sc1ccc(C)cc1	0%	0	-1	0.2	12	-6	1	-27	-4.9
CCOc1nc(-c2ccc(OC)cc2)ccc1-c1noc(-c2cccnc2)n1	10%	-6	-3	-1.6	-4	2	-6	-5	0.8
Cc1ccc2nc3c(c(N)c2c1)CCN3c1ccccc1	2%[fluoresces]	-7	-5	0.0	0	-3	22	-7	-3.2
COc1ccccc1NC(=O)CCN1CCN(CCC(=O)Nc2ccccc2OC)CC1	6%	8	-9	0.6	-9	-2	-10	-27	-1.7
CCCn1c(C)cc(C(=O)COc2ncnc3sccc23)c1C	1%	-10	-8	0.0	-2	7	53*	10	-2.6
CCCCOc1ccccc1NC(=O)CC1SC(=NCC)N(CC)C1=O (centres undefined)	5%	2	2	0.1	10	-14	-2	10	0.7
COc1ccc(N2CCCn3c2nc2c3c(=O)n(Cc3ccc(F)cc3)c(=O)n2C)c(OC)c1	3%	9	3	-1.1	14	13	-25	-14	-2.7
CCC(Sc1nc(-c2ccccc2)cc(=O)[nH]1)C(=O)O (centres undefined)	5%	-2	5	0.7	-1	-12	-8	-1	-1.7
Cc1cccnc1NC(=O)c1c(O)c2ccccc2n(C)c1=O	6%	6	0	0.1	3	-9	9	22	-3.8
Cc1c(O)c(CN2CCCC2)cc2c1oc(=O)c1ccccc12	2%	2	-7	0.3	.	-19	3	2	1.6

(list continues)
molecule	NADH enzymes	5HT1E antag	MMP-13 inhibitor	5HT1E ag	5HT1a antag	RORA act	SF1 activator	Ecoli tolC	5HT1a ag
Cc1cccc(N(Cc2nnc3n2CCCCC3)C(=O)Nc2ccccc2)c1	9%	6	0	0.3	-4	14	-15	-24	-1.9
CN1CCN(S(=O)(=O)c2ccc(N(C)CC(=O)Nc3ccc(F)cc3)nc2)CC1	5%	-8	-6	-0.3	-1	5	-9	-3	0.3
Nc1nc(CN2CCN(Cc3ccc4c(c3)OCO4)CC2)nc(Nc2ccccc2)n1	3%	-5	-5	-0.5	-16	26	15	17	-0.1
Fc1cc2nccnc2cc1N1CCSCC1	6%	-11	4	0.2	-5	-16	21	8	-2.0
COc1ccc(-c2cc(=O)n(-c3nc4ccccc4[nH]3)[nH]2)cc1	11%	-10	-42	-0.2	-11	-8	4	-13	-0.7
CSc1nc2c(c(-c3ccc(O)cc3)c1C#N)CCC2	6%	13	0	0.6	29	-7	4	26	1.0
Cn1c(=O)c2ncn(CC(=O)NCCOc3ccccc3)c2n(C)c1=O	2%	-3	7	-0.5	-9	-4	15	8	-0.9
O=S(=O)(c1ccc(NCC2CCCCC2)nc1)N1CCOCC1	5%	-22	-10	6.6	5	-5	6	1	-2.4
O=C(Nc1cccc(F)c1)c1ccc2c(c1)OCO2	4%	0	4	-1.1	9	31	62*	8	-0.2
Cc1ccc(Cn2c(C)nc3c(c2=O)c2nc4ccccc4nc2n3Cc2ccco2)cc1	2%[fluoresces]	-6	-66[fluorescence artefact?]	-0.1	8	0	5	29	0.6
O=C(CN1CCN(C(c2ccccc2)c2ccccc2)CC1)NC(=O)NCc1ccco1	4%	-6	4	0.6	8	-2	16	6	0.0
Cc1nnc(NC(=O)CCCCCN2C(=O)C3C4C=CC(C4)C3C2=O)s1 (centres undefined)	2%	-7	2	0.8	-1	-21	0	-12	-5.1

(list continues)
molecule	NADH enzymes	5HT1E antag	MMP-13 inhibitor	5HT1E ag	5HT1a antag	RORA act	SF1 activator	Ecoli tolC	5HT1a ag
CCC1CCCCN1C(=O)CSc1nc2c([nH]c3ccccc32)c(=O)n1C (centres undefined)	6%	13	5	-0.3	4	16	-1	22	1.6
CC1=C(C(=O)Nc2ccccc2C)C(c2ccccc2)NC(=O)N1 (centres undefined)	9%	12	-2	-0.2	2	3	-10	-11	-1.5
O=C1OCCC1Sc1nc2ccccc2n1-c1ccccc1 (centres undefined)	7%	5	4	-0.5	0	14	7	1	0.1
Cc1[nH]c2ccc(C(=O)OCCN(C)C)cc2c1C	7%	-6	1	31*	-11	5	2	-14	0.4
COc1ccc(NC(=O)CSc2nnc(CNc3ccc(F)cc3)o2)c(OC)c1	9%	-4	0	0.0	2	-22	-11	7	-1.5
N=c1sccn1CC(=O)NCCc1ccc(Cl)cc1	7%	1	2	1.2	11	-4	4	1	-0.6
c1ccc(Cn2nnc3c(Nc4ccc5c(c4)OCO5)nc(C4CC4)nc32)cc1	0%[fluoresces]	0	-2	2.4	20	33	-15	7	22*
COC(=O)c1cc(COc2ccc3c4c(c(=O)oc3c2)CCCC4)c(C)o1	2%[fluoresces]	2	-16	0.3	0	-25	-6	-1	0.4
S=c1oc(-c2ccncc2)nn1CCc1ccncc1	1%	0	3	0.1	-5	-8	7	3	-1.4
O=C(CN1CCN(c2nc(-c3ccccc3)cs2)CC1)NCc1ccc2c(c1)OCO2	4%	-12	1	-1.4	-4	-21	-5	50	0.0
CCCCC(OC(=O)c1cc2occc2n1C)C(=O)NCC1CCCO1 (centres undefined)	6%	-1	0	-0.8	0	2	-19	3	-3.9
CCOC(=O)N1CCN(C(=O)c2ccc(NC(=O)c3ccc(C)cc3)cc2)CC1	3%	14	3	1.6	10	-4	28	-20	1.0

Taken from the listing, six compounds:
molecule	NADH enzymes	5HT1E antag	MMP-13 inhibitor	5HT1E ag	5HT1a antag	RORA act	SF1 activator	Ecoli tolC	5HT1a ag
CC(C)OC(=O)CSc1nnc(-c2ccncc2)n1N	3%	4	-6	0.3	-10	-16	-3	-22	1.6
Cc1nc(Nc2nc(-c3ccccc3)cc(=O)[nH]2)nc2ccccc12	2%	9	1	2.3	-7	-12	1	10	3.6
CCOc1ccc(C(=O)N(CN2CCCC2=O)c2ccc(C)cc2)cc1	2%	3	4	0.3	3	-16	7	-13	-0.4
COc1ccc(S(=O)(=O)NCCC(C)C)cc1OC	4%	0	1	0.7	-6	11	-11	5	-1.9
CC(=NCc1ccc2c(c1)OCO2)C1=C(O)c2ccccc2C1=O	5%	1	-10	0.1	-10	-1	21	12	0.8
C=CCOc1nc2c(c(=O)n(C)c(=O)n2C)n1C	1%	-13	-6	0.4	-17	-12	-20	-18	-3.1

Copied from the list.
For 5HT1E antag, `COc1ccc(NC(=O)CSc2nnc(CNc3ccc(F)cc3)o2)c(OC)c1` is entered as -4
For 5HT1E antag, `O=C(CN1CCN(c2nc(-c3ccccc3)cs2)CC1)NCc1ccc2c(c1)OCO2` is entered as -12

More records follow:
molecule	NADH enzymes	5HT1E antag	MMP-13 inhibitor	5HT1E ag	5HT1a antag	RORA act	SF1 activator	Ecoli tolC	5HT1a ag
Cc1n[nH]c(=O)nc1NCc1ccco1	6%	1	3	0.6	1	-17	-16	-29	-2.5
CCOC(=O)CSc1nnnn1-c1cc(OC)ccc1OC	9%	16	-19	0.3	-4	-17	-15	4	-2.3
Cc1n[nH]c(C)c1N1C(=O)c2cccc3c(N4CCCCCC4)ccc(c23)C1=O	12%	25	2	0.9	18	-10	-9	51	-3.5
O=C(NC1CCCCCC1)C1CCN(S(=O)(=O)c2cccc3cccnc23)CC1	3%	-12	1	1.2	2	16	-1	-4	-0.5
Cc1nnc(SCc2cn3ccsc3n2)n(N)c1=O	3%	12	5	-0.1	6	-1	4	-9	-0.6
Cc1cccc(NC(=O)c2c(O)c3cccc4c3n(c2=O)CCC4)n1	5%	-13	0	-1.1	0	-15	12	-1	-1.1
C/C(N)=C(/C#N)C(=O)COC(=O)c1cc(S(=O)(=O)N2CCCCC2)ccc1C	2%	-5	-1	1.4	-6	5	-6	8	3.3
Cn1c(N)c(C(=O)COC(=O)CCCc2c[nH]c3ccccc23)c(=O)n(C)c1=O	10%	6	2	0.2	-13	-1	9	5	-1.1
Cc1cc(O)c(C2(C(F)(F)F)NCCNC2=O)cc1C (centres undefined)	5%	2	5	-0.3	-6	3	-14	-25	-2.7
CCOC(=O)Cc1csc(NC(=O)CS(=O)(=O)Cc2ccccc2)n1	4%	-6	6	0.6	-8	2	14	-3	-0.7
Brc1ccc2oc3c(N4CCOCC4)ncnc3c2c1	8%	24	0	0.2	0	40	13	14	1.6
CCC(c1nnnn1Cc1ccccc1)N(Cc1ccco1)Cc1cc2cc(OC)ccc2[nH]c1=O (centres undefined)	10%	16	-20	-0.9	18	-17	8	22	-3.0
CCc1ccc(Nc2ncc3c(n2)CC(c2ccco2)CC3=O)cc1 (centres undefined)	2%	-1	-1	-0.5	-15	7	1	-21	0.2

Outcome played no part in choosing rows; overall some 7.2% were active at least once.
